NPSR antagonist – blocks cAMP signaling of the human neuropeptide S receptor; Q6W5P4; CHO-NPSR cells, cAMP TR-FRET, antagonist mode; Potency, µM (titrated, usually from 38.3 µM), without a hit: at the top dose activity change, negative = inhibition, most hits filed as inhibitors; 1% of 220,000 active; AID 1461; also: potency is read from the fitted curve at half-maximal effect; % is scaled to controls: 0 for no effect and ±100 for the full control effect; nearly all actives have a fitted effect of over 50% in size; many of its hits are not listed in these tables
CBFb-RUNX1 inh – CBF-beta/RUNX1 interaction disruption. AlphaScreen CBFb-His/RUNX1-biotin binding, biochemical. 230,000 tested, under 10 active. Potency, µM (highest dose often 59.8 µM), without a hit: top-dose activity, negative = inhibition, actives largely listed as inhibitors; also: % of control where 0% means no effect
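AlphaScreen binding: CBFb-His and RUNX1-biotin (30 nM each) preincubated 20 min, compound added for 15 min, then nickel and streptavidin beads for 90 min, all at room temperature. Disruption of the interaction by any mechanism counts as activity.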
Epigenetic reg – regulators of epigenetic silencing causing reporter derepression in mouse cells | murine LDR cells, GFP reporter derepression, 30 h | AID 1865 | 0.2% of 280,000 active | Potency, µM (series often up to 53.9 µM), for the others: at the top dose GFP activation, most hits filed as activators; also: potency is read from the fitted curve at half-maximal effect; % of control where 0% means no effect; nearly all actives have a fitted effect of over 60% in size
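Reporter derepression read as number of fluorescent GFP-positive objects, 20-120 um in size, counted by laser-scanning cytometer. Mouse LDR line with an epigenetically silenced CMV-GFP locus; compound incubation 30 h, 37 C.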
HTT aggregate – mutant huntingtin aggregation inhibition. PC12 HttQ103-GFP aggregates, Acumen cytometry, 40 h. Potency, µM (top dose mostly 46.1 µM), for inactives: at the top dose activity change, negative = inhibition, hits mostly inhibitors. 1.1% of 220,000 active. AID 1688; also: potency is read from the fitted curve at half-maximal effect; % is scaled to controls: 0 for no effect and ±100 for the full control effect; nearly all actives have a fitted effect of over 60% in size
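Quantitative HTS on tebufenozide-induced (100 nM) PC12 cells stably expressing polyQ103 Huntingtin exon 1–GFP. Reduction of bright GFP aggregates, detected by laser scanning cytometry after lysis, identified actives across the titration.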
IMPase Li cell – membrane-permeable IMPase blocker, potentiated with lithium. CHO-M1 cells, IP1 TR-FRET (IP-One), carbachol + lithium. Potency, µM (highest dose often 59.4 µM), for inactives: at the top dose activity, negative = IMPase inhibition, actives largely listed as inhibitors. 0.35% of 210,000 active. AID 1457;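 also: IP1 builds up when IMPase is blocked and the TR-FRET signal falls; potency is read from the fitted curve at half-maximal effect; plate controls were basal vehicle for no effect and high inhibitor control for full effect; nearly all actives have a fitted effect of over 50% in size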
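Concentration–response in CHO-M1 cells, lithium-potentiated; 30 min at 37C. IP1 detected by competitive TR-FRET after 10 min lysis at RT. Hill-fitted AC50.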
Luc counter – Kinase-Glo luciferase inhibition (counter-screen); Q27757; Kinase-Glo luciferase, ATP luminescence, 8 min; Potency, µM (top dose mostly 38.3 µM), for inactives: at the top dose activity change, negative = inhibition, most hits filed as inhibitors; 0.28% of 200,000 active; AID 1379; also: potency is read from the fitted curve at half-maximal effect; % is scaled to controls: 0 for no effect and ±100 for the full control effect; nearly all actives have a fitted effect of over 60% in size
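Light output from Kinase-Glo luciferase with luciferin and 10 uM ATP in 50 mM imidazole pH 7.2, KCl, MgCl2, Tween 20, BSA; compound pin-delivered, 8-min ambient incubation, then luminescence read.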
L3MBTL1 inh – inhibitors of human L3MBTL1; 0.66% of 230,000 active; Potency, µM (series often up to 57.1 µM), without a hit: at the top dose activity, negative = inhibition, most hits filed as inhibitors; AlphaScreen L3MBTL1–H3K9me1 peptide binding; Q9Y468; also: potency is read from the fitted curve at half-maximal effect; % is scaled to controls: 0 for no effect and ±100 for the full control effect; nearly all actives have a fitted effect of over 60% in size
Target sequence (Q9Y468 whole entry, looked up): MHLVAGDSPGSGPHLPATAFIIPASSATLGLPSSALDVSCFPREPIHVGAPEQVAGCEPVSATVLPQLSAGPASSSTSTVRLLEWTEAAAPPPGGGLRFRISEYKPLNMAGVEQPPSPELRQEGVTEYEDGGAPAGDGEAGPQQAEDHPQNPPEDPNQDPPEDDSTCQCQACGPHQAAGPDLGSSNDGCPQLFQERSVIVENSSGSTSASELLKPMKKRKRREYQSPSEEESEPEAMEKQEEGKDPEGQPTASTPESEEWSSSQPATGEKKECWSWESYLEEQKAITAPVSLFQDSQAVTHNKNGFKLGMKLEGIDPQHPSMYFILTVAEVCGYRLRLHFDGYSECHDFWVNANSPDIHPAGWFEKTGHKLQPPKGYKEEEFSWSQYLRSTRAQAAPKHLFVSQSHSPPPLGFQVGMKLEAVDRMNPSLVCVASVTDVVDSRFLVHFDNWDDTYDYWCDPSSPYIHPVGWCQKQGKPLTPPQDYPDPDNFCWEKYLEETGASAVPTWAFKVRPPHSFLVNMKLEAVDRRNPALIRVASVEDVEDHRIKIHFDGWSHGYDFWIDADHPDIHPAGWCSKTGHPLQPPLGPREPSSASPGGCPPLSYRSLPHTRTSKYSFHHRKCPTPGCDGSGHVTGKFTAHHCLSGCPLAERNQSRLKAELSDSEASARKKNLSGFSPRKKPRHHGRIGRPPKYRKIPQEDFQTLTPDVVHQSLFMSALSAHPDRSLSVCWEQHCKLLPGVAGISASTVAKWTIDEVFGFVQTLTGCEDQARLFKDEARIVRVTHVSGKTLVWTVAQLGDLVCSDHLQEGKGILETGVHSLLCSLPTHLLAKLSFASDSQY
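First, the protein-peptide complex forms for 30 min at room temperature (L3MBTL1 50 nM, biotinylated H3K9me1 peptide 75 nM). Next, compounds are pin-transferred and incubated 30 min. Finally, AlphaScreen beads are added and read after 30 min.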
The depositor's hits bear a star; u = inconclusive; x = no result given; [ ] = another dose, or the depositor's remark. Calls follow the shape of the dose curve; as a rule, active = well fitted curve in the direction sought with a large enough effect; inconclusive = small, poorly fitted or top-dose-only effect, or another doubt; inactive = no such curve, though single readings can be large; an effect the other way counts as inactive or inconclusive.

1: CCc1nnc(SCc2ccc(OC)c(Br)c2)n1N
2: O=C(c1cc2sccc2n1Cc1ccc(F)cc1)N1CCN(c2nc3ccccc3s2)CC1
3: CCOC(=O)c1ccc(NC(=O)CSc2nnc(CNc3ccc(C)cc3)n2C)cc1
4: COc1cc(N(C)C)c([N+](=O)[O-])cc1C(=O)N1CCN(Cc2ccccc2)CC1
5: O=C(CSc1nnc(NC(=O)c2c(F)cccc2F)s1)Nc1ccc(F)cc1
6: O=C(c1ccc(Cl)cc1)C1CCCN(C(=O)/C=C/c2ccccn2)C1 (configuration not stated)

Compound	1	2	3	4	5	6
NPSR antagonist	-8%[46.1 µM]	-11%[46.1 µM]	-7%[46.1 µM]	3%	3%	2%
Epigenetic reg	-6.2%	2.0%	-0.8%	-6.2%	-1.1%	2.9%
L3MBTL1 inh	33%[activator]	-1%	-2%	x	4%	11%
Luc counter	-2%	1%	3%	-2%	-1%	3%
HTT aggregate	5%	-32%	-1%	u	15%[9.22 µM]	4%[9.22 µM]
CBFb-RUNX1 inh	-14%	-21%	-11%	-17%	-1%	8%
IMPase Li cell	-5%[38.3 µM]	11%	2%	1%	-4%	2%

7: CS(=O)(=O)Nc1cccc(-c2cn3ccccc3n2)c1
8: COC(=O)c1c(NC(=O)CN2CCCc3ccccc32)sc(C)c1C
9: O=S(=O)(c1cccc(C(F)(F)F)c1)N1CCN(C(=S)NC2CC2)CC1
10: CCOC(=O)c1c(N)nn(C(=O)c2ccccc2)c1-c1ccccc1
11: Cc1c(NC(=O)c2ccc(Cl)s2)c(=O)n(-c2ccccc2)n1C
12: O=C(Nc1ccc(S(=O)(=O)N2CCC(C(=O)NC3CCCCC3)CC2)cc1)c1ccco1

Compound	7	8	9	10	11	12
NPSR antagonist	9%	-42%	3%	-24%	18%	-17%[46.1 µM]
Epigenetic reg	0.9%	0.0%	-2.0%	-1.3%	0.0%	1.0%
L3MBTL1 inh	4%	-8%	7%	11%	2%	x
Luc counter	-5%	0%	0%	-1%	1%	-4%
HTT aggregate	0%[9.22 µM]	-3%	2%	-6%[9.22 µM]	17%	-4%
CBFb-RUNX1 inh	-3%	14%	3%	9%	13%	1%
IMPase Li cell	10%	3%	-10%	17%	4%	22%[38.3 µM]

13: CC(NC(=O)c1cc(=O)[nH]c2ccccc12)c1ccccc1 (configuration not stated)
14: CCOC(=O)C1(Cc2ccc(Cl)cc2)CCN(C(=O)c2cnc(C)cn2)CC1
15: C/C(=C\CO)CCC(C)CCCC(C)CCCC(C)C (configuration not stated)
16: O=C(Cc1cn2ccsc2n1)OCc1nc2ccccc2s1
17: Cc1ccc2nc(-c3cccnc3)c(NC3CCCC3)n2c1
18: Cc1ccc(OCCCCN2CCC(C)CC2)c(Br)c1

Compound	13	14	15	16	17	18
NPSR antagonist	11%	-14%	x	3%[46.1 µM]	4%	11%
Epigenetic reg	-0.4%	-1.1%	1.2%	3.0%	-1.1%	-1.3%
L3MBTL1 inh	9%	-2%	x	-27%	0%	-3%
Luc counter	-3%	x	-7%	-7%	-2%	1%
HTT aggregate	15%	23%[9.22 µM]	x	6%	-1%	u
CBFb-RUNX1 inh	10%	12%	x	-18%	-14%	11%
IMPase Li cell	8%	x	-4%	1%[38.3 µM]	1%	9%

19: O=c1c2ccccc2nc2n1CCS2(=O)=O
20: Cc1cc(C)c(-n2nnnc2SCC(=O)c2cccs2)c(C)c1
21: OC1(c2ccc(Cl)cc2)CCN(Cc2nc(-c3cnccn3)no2)CC1
22: CCc1ccc(/C(C)=N/Nc2cc(Cl)nc(C)n2)cc1
23: CCc1ccc2nc(Nc3ccc(OC)cc3OC)c(C#N)cc2c1
24: Cc1nc2ccccn2c1/C(O)=C1\C(=O)C(=O)N(CCN2CCOCC2)C1c1cccnc1 (configuration not stated)

Compound	19	20	21	22	23	24
NPSR antagonist	-43%	51%	-14%	u	-8%	-6%[46.1 µM]
Epigenetic reg	-1.2%	0.2%	1.5%	0.0%	6.5%	-1.1%
L3MBTL1 inh	x	7%	-2%	0%	21%	1%
Luc counter	x	x	x	0%	-2%	-2%
HTT aggregate	43%[9.22 µM]	11%[9.22 µM]	-19%	-4%	17%[9.22 µM]	-3%
CBFb-RUNX1 inh	2%	10%	0%	-7%	21%	-2%
IMPase Li cell	x	x	x	14%[38.3 µM]	0%	-23%[38.3 µM]

25: CCN(CC)C(=O)CSc1nnc(CCCCCNC(=O)OC(C)(C)C)o1
26: O=C(O)c1ccc(NCc2cccnc2)cc1
27: CCOc1cc(CNCCSc2nnnn2C)cc(Br)c1OCc1ccccc1
28: COc1ccc(/C=N/Nc2nnc(Cc3ccc(OC)c(OC)c3)c(=O)[nH]2)cc1
29: Cn1nc(C(=O)OCC(=O)Nc2ccc(S(N)(=O)=O)cc2)c2ccccc2c1=O
30: CCC(c1nnnn1Cc1ccco1)N(CCc1ccccc1)Cc1cc2ccc(OC)cc2[nH]c1=O (configuration not stated)

Compound	25	26	27	28	29	30
NPSR antagonist	-7%[46.1 µM]	3%[46.1 µM]	-12%[46.1 µM]	8%	4%	u
Epigenetic reg	u	0.0%	0.9%	-3.2%	-1.7%	1.6%
L3MBTL1 inh	-3%	-1%	x	-6%	u	-4%
Luc counter	x	2%	18%	0%	x	-2%
HTT aggregate	-4%	-5%	u	13%	-11%[9.22 µM]	u
CBFb-RUNX1 inh	9%	-1%	0%	4%	-3%	-10%
IMPase Li cell	x	16%[38.3 µM]	45%[activator][38.3 µM]	5%	x	18%[38.3 µM]

31: O=S(=O)(c1cc(Cl)ccc1Br)N1CCOCC1
32: O=C1c2[nH]nc(-c3ccccc3O)c2C(c2ccccc2)N1Cc1ccco1 (configuration not stated)
33: CC1(C)CC(N2CCCC2)=CC(=[N+]2CCCCC2)C1
34: CCCCNC(=O)CN(CCc1ccccc1)S(C)(=O)=O
35: COc1ccc(C)cc1N(C(=O)CNC(=O)c1ccco1)C(C(=O)NC1CCCC1)c1cccnc1 (configuration not stated)
36: CCOC(=O)c1cnc(-n2nc(C)cc2C)nc1-n1nc(C)cc1C

Compound	31	32	33	34	35	36
NPSR antagonist	-9%[46.1 µM]	-21%[46.1 µM]	17%	1%[46.1 µM]	-4%[46.1 µM]	-9%[46.1 µM]
Epigenetic reg	2.3%	0.0%	-3.5%	-1.3%	-0.7%	-1.1%
L3MBTL1 inh	x	-1%	-7%	x	-2%	x
Luc counter	2%	6%	2%	0%	-3%	-2%
HTT aggregate	-11%	13%	8.9µM*	5%	-2%	8%
CBFb-RUNX1 inh	6%	-1%	4%	u	3%	3%
IMPase Li cell	27%[38.3 µM]	3%	11%	-13%[38.3 µM]	2%[38.3 µM]	28%[38.3 µM]

37: O=C(c1cc(F)ccc1F)C1CCCN(C(=O)CCN2CCCCO2)C1 (configuration not stated)
38: COc1ccc(S(=O)(=O)NCCSCc2cccs2)cc1
39: NCCC[C@@H](CC(=O)N[C@@H]1CCCC[C@H]1C(=O)N[C@H](CC(=O)N[C@@H](CCC(=O)O)CC(=O)O)Cc1c[nH]c2ccccc12)NC(=O)C[C@H](Cc1c[nH]c2ccccc12)NC(=O)[C@@H]1CNCC[C@H]1N
40: Cc1ccc(NC(=O)CN(C)C(=O)CSc2nnc(C(F)(F)F)n2C)cc1
41: c1ccc(-c2ccc(-c3[nH]ncc3CN3CCC(N4CCSCC4)CC3)cc2)cc1
42: CC1(C)CC(=O)C(C=NCCN2CCN(C(=S)Nc3ccc(F)cc3)CC2)=C(O)C1
43: CC(C)c1ccc(NC(=O)C(=O)C2C(=O)Nc3ccccc32)cc1 (configuration not stated)
44: O=C(NCC(=O)N(CC1CCCO1)C(C(=O)NC1CCCC1)c1cccnc1)c1ccco1 (configuration not stated)
45: C/C(=N/NC(=O)CNC(=O)/C=C/c1ccco1)c1ccc(Cl)cc1

Compound	37	38	39	40	41	42	43	44	45
NPSR antagonist	-17%	0%[46.1 µM]	x	7%	37%	-4%[46.1 µM]	-17%	-7%[46.1 µM]	6%
Epigenetic reg	-2.1%	-0.9%	-0.3%	3.9%	3.7%	-0.7%	-2.7%	-0.4%	0.6%
L3MBTL1 inh	14%	13%	x	x	-21%	5%	19%	3%	u
Luc counter	-1%	-1%	1%	x	-2%	-8%	-1%	12%	0%
HTT aggregate	1%[9.22 µM]	u	x	u	-4%[9.22 µM]	-9%	-1%	-13%	10%[9.22 µM]
CBFb-RUNX1 inh	11%	6%	11%	-6%	-2%	7%	-9%	2%	-1%
IMPase Li cell	1%	19%[38.3 µM]	13%	-12%	13%	-4%[38.3 µM]	0%	-8%[38.3 µM]	-1%

The list is partial; the hit share may differ from the screen's.
